# Assay outcomes (PubChem)
# NS5 inhibitors: flavivirus cap methylation enzyme inhibition – biochemical, confirmation dose response, primary screen (AID 588689). 340,000 compounds, 0.3% hits. one-dose inhibition, % at 25 µM; IC50 in µM for titrated hits. Dengue-2 NS5 methyltransferase capping enzyme assay, biochemical; higher % means a stronger effect; in the data active = a potency from the dose series; inconclusive = inhibition above about 29% without an active follow-up result
# UTI89 phage lysis: protection from phage-mediated lysis, alamar blue read-out – E. coli UTI89, K1F phage, bacterial capsule biogenesis inhibitors (AID 488966); one-dose inhibition, % at 100 µM; IC50 in µM for titrated hits; 340,000 compounds, 0.02% hits; E. coli UTI89 K1F phage lysis, alamar blue, 2 h; higher % means a stronger effect;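 active = phage lysis inhibition, versus mean bacterial control, above a set limit; inconclusive = no clear call, values can overlap the other calls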;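 note: capsule biogenesis inhibitors block K1F phage lysis so surviving cells raise fluorescence; higher fluorescence means more inhibition of phage lysis; actives were called in the ten point dose series up to 300 µM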
# GPR35 arrestin U2OS: inhibition of zaprinast-stimulated GPR35 beta-arrestin translocation – imaging, U2OS, beta-arrestin-GFP, zaprinast agonist, primary screen (AID 2058); U2OS GPR35 beta-arrestin-GFP translocation imaging, zaprinast antagonism; higher % means a stronger effect; one-dose inhibition, % at 10 µM; IC50 in µM for titrated hits; 290,000 compounds, 0.052% hits;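 active = inhibition of at least 50% with at least 30 cells and total cytoplasm GFP at most 10,000,000; inconclusive = under 30 cells or total GFP of 10,000,000 plus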
# NTR1 agonist: agonists of NTR1, primary screen, imaging, U2OS cells, beta-arrestin-GFP, high content (AID 493036); 330,000 compounds, 0.17% hits; NTR1-U2OS beta-arrestin-GFP spot imaging, agonist mode; activation, % at 20 µM;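 active = activation at or above 40% of the spot to cytoplasm intensity ratio, with at least 20 cells analyzed; inconclusive = wells under 20 cells, flagged as cytotoxic or low count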;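 note: 0% = DMSO without peptide and 100% = 100 nM NTR1 peptide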
# Target sequence (P30989 whole entry, looked up): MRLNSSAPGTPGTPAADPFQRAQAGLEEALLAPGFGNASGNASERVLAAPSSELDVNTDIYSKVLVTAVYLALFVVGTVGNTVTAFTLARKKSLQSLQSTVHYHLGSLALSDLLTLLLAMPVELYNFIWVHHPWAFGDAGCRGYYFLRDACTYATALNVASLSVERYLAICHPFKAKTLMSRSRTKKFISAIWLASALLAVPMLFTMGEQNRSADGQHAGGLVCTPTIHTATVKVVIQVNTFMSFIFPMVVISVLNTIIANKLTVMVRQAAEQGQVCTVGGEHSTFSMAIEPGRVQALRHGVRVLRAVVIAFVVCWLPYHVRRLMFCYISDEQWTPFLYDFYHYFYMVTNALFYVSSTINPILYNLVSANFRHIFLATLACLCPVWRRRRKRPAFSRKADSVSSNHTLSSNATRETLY
# WT yeast gro inh: growth inhibition of WT yeast, mitochondrial fusion screen. AID 1362. mitochondrial fusion phenotypic screen, WT strain. inhibition, % at 10 µM. 190,000 compounds, 2.1% hits; in the data active = inhibition above about 58%; tested in S. cerevisiae
# Autophagy mod: modulators of autophagy | MEF GFP-LC3 puncta imaging; test concentration mostly 10 µM | calls only at 10 µM (by protocol) | 190,000 compounds, 0.98% hits;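 active = percentage of spot-positive cells more than 3 SD above its plate mean, without a fluorescence outlier flag or 80% toxicity; inconclusive = no clear call, values can overlap the other calls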;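 note: spot-positive cell cutoff set from DMSO-treated cells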
# AID2073: disruptors of CaV2.2 binding to Mint1 – biochemical, HTRF (AID 2073); 290,000 compounds, 0.19% hits; inhibition, % at 20 µM, or IC50 in µM where a hit was titrated; HTRF protein-protein interaction, Mint1-CaV2.2; higher % means a stronger effect; in the data active = inhibition mostly above about 51%, no sharp cut-off; inconclusive = no clear call, values can overlap the other calls; inactive = mostly below about 53%; note: some results filed as inactive read as strong as hits
# LYP phosphatase: inhibitors of LYP phosphatase, biochemical, fluorescence intensity, uHTS (AID 1779); recombinant LYP phosphatase, fluorescence intensity; higher % means a stronger effect; 290,000 compounds, 0.054% hits; inhibition, % at 11.5 µM; hits with a dose series show IC50 in µM; in the data active = inhibition above about 50%;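 note: plate controls were vehicle with enzyme for no effect and no enzyme for full effect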
# RSV antiviral HEp-2: RSV antiviral activity via CPE protection, HEp-2 cells, primary 10 µM value included (AID 2391) | CPE inhibition, % at 10 µM; hits with a dose series show IC50 in µM | 310,000 compounds, 0.13% hits | HEp-2 cells, RSV-induced CPE inhibition; higher % means a stronger effect; in the data active = a potency from the dose series; inconclusive = CPE inhibition mostly from about 23% at the one dose, without a potency; inactive = the rest, 99 in 100 with CPE inhibition below about 21%; note: strong numbers were not always called active
# WT yeast gro inh mutant strain: recorded beside WT yeast gro inh, whose call it bears; inhibition, %; mitochondrial fusion phenotypic screen, mutant strain inhibition
# Autophagy mod cell loss 18 h: second read-out of Autophagy mod, no call of its own (marks repeat the call); toxicity, %; measured here: cell loss, nuclei count;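 cell loss after 18 h compound exposure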
# NTR1 agonist cell count 20 µM: also measured in NTR1 agonist; calls as there; cell count; measured here: cell count, cytotoxicity flag
# NS5 inhibitors pilot replicate: further read-out of NS5 inhibitors, marked with its call; inhibition, %; measured here: pilot screen replicate inhibition
# Starred values were filed as active, the others as inactive; i = inactive; ? = inconclusive; nt = not tested or not shown; [ ] = another dose, or the depositor's remark. Rows are unselected; about 2.6% have a hit in one of these screens.
SMILES,NS5 inhibitors,UTI89 phage lysis,GPR35 arrestin U2OS,NTR1 agonist,NTR1 agonist cell count 20 µM,WT yeast gro inh,WT yeast gro inh mutant strain,Autophagy mod,Autophagy mod cell loss 18 h,AID2073,LYP phosphatase,RSV antiviral HEp-2,others
Nc1nc(SCC(=O)Nc2ccc(Cl)cc2C(F)(F)F)n[nH]1,2%,0.2%,-12%,0.8,50,nt,nt,nt,nt,10%,-7%,1.6%,
Oc1c(Cl)cc(Cl)cc1Sc1cc(Cl)cc(Cl)c1O,nt,nt,-8%,1.2,63,98,98,i,3,4%,4%,-3.7%,
O=C(NCc1ccccc1)C1=C[C@@H](C2CC2)C[C@@H](OCCCCO)O1,-2%,4.0%,-2%,-4.8,88,-30,-19,i,7,6%,-7%,-0.2%,
Cc1cc[n+](Cc2ccc([N+](=O)[O-])cc2)cc1,-7%,0.0%,-8%,-0.6,55,8,10,i,-14,-8%,3%,1.4%,
COc1cc(/C=C(\NC(C)=O)C(=O)NC(C)(C)CC(C)(C)C)ccc1OC(C)=O,6%,2.3%[50 µM],-1%,0.4,55,-4,-1,i,1,23%,-2%,0.9%,
CCn1nc(NS(=O)(=O)c2ccc(NC(C)=O)cc2)c2cc3ccccc3nc21,5%,-0.4%,14%,-1.3,57,nt,nt,nt,nt,3%,-14%,3.2%,
CCN1C(=O)[C@H]2[C@@H](c3ccc(-c4ccccc4)cc3)N[C@@](CC(C)C)(C(=O)OC)[C@H]2C1=O,2%,0.7%,nt,2.7,64,nt,nt,nt,nt,nt,nt,0.7%,
CCN(CC)C(=O)CCNS(=O)(=O)c1ccc(C)cc1,-6%,-0.2%,-21%,2.7,96,7,5,i,2,4%,-8%,0.7%,
O=C(Nc1cccc(C(F)(F)F)c1)C1CCN(S(=O)(=O)c2cccnc2)CC1,-4%,0.0%,4%,1.8,51,nt,nt,nt,nt,16%,-7%,3.3%,
Cc1cccc(NC(=O)C2=C(O)c3ccccc3N(C)S2(=O)=O)c1,25%,0.2%,3%,0.5,85,-18,-24,i,1,5%,2%,1.6%,
c1ccc2oc(-c3ccc4nc[nH]c4c3)nc2c1,-2%,0.2%,-5%,0.6,58,11,13,i,16,12%,-5%,8.9%,
Cc1[nH]c2ccccc2c1C(=O)CSCC(=O)O,3%,0.0%,22%,-1.1,86,-3,-3,i,-2,4%,-5%,0.3%,NS5 inhibitors pilot replicate=0.9
CCCC12CN3CC(C)(CN(C1)C3c1ccc(OC)cc1)C2=O (centres undefined),-1%,0.3%,5%,0.2,53,5,23,i,45,4%,-9%,1.4%,
Brc1ccc2c(c1)OCCOCCOCCOCCOCCOCCO2,-12%,1.1%,-11%,1.4,61,-1,10,i,1,-2%,3%,5.0%,
CCn1c(Cc2ccccc2)nnc1SCC(=O)Nc1ccccc1F,-4%,-0.3%,20%,0.1,46,-17,7,i,-5,-12%,-4%,3.7%,
COc1cccc(CNC(=O)Cc2ccc(NC(=O)C3=C(C)OCCS3)cc2)c1,5%,-0.5%,4%,-0.4,65,nt,nt,nt,nt,15%,-6%,2.8%,
COc1ccc(NS(=O)(=O)c2ccc3c(c2)Cc2ccccc2-3)cn1,3%,0.0%,-18%,-0.1,55,60*,33*,i,-2,5%,-3%,7.9%,
COc1ccccc1C(=O)Nc1cc(C)ccc1NC(=O)c1ccco1,2%,2.1%[50 µM],2%,1.0,61,nt,nt,nt,nt,14%,-7%,0.7%,
Cc1cc(/C=C(\C#N)C(=O)Nc2ccc(Cl)cc2)c(C)n1-c1ccc(N2CCOCC2)c([N+](=O)[O-])c1,-5%,2.5%[50 µM],5%,-0.2,55,39,39,i,9,14%,13%,1.9%,
CC1CCN(C(NC(=O)c2ccco2)C(=O)c2ccccc2)CC1 (centres undefined),-13%,1.3%,1%,-1.7,95,8,3,i,1,7%,-3%,0.0%,
O=C(Nc1ccc(Cl)c(Cl)c1)C1=Cc2ccccc2OC1,-1%,0.2%,20%,32,50,88,92,i,-7,-8%,2%,1.6%,
Cc1ccc(NC(=O)Cn2sc3nc(C)cc(C)c3c2=O)c(Cl)c1,-9%,-0.4%,12%,1.3,60,nt,nt,nt,nt,70%*,-3%,-1.1%,
CCOC(=O)Cn1c(=O)oc2cc(S(=O)(=O)N3CCCc4ccccc43)ccc21,0%,-1.5%,-2%,0.6,102,19,9,i,8,-1%,0%,2.0%,
Cc1cnc(NC(=O)CSc2nnc(-c3ccccc3)n2Cc2ccccc2)s1,-6%,-0.6%,-8%,-2.1,83,-12,6,i,5,-5%,-8%,1.7%,
COc1ccc(/C=N/NC(=O)CSCC(=O)Nc2ccccc2)cc1,-1%,1.4%,14%,2.2,56,nt,nt,nt,nt,1%,-4%,nt,
O=C1c2ccccc2C(=O)N1CC(O)COc1ccc(Br)cc1 (centres undefined),1%,0.5%,3%,0.1,57,nt,nt,nt,nt,-3%,-8%,3.1%,
COc1ccc(-n2c(C(C)(C)C)csc2=Nc2c(C)n(C)n(-c3ccccc3)c2=O)cc1,4%,6.4%,-8%,-2.5,68,-2,-11,i,0,-2%,-8%,1.1%,
COc1ccc(OC)c(CN2CCN(C(=O)c3cccc(S(=O)(=O)Nc4ccccc4OC)c3)CC2)c1,1%,0.7%[50 µM],nt,0.4,58,nt,nt,nt,nt,nt,nt,5.5%,
Oc1ccccc1/C=N/NC(=S)NC1CC2C=CC1C2 (centres undefined),-9%,-0.5%,8%,17,54,nt,nt,nt,nt,-5%,-5%,4.7%,
Cc1ccc(C(=O)NC2CC(C)(C)NC(C)(C)C2)cc1C,-1%,1.4%,4%,3.2,51,3,7,i,-11,1%,-2%,0.2%,
O=C(Nc1cccc(S(=O)(=O)N2CCCCCC2)c1)C1CCC1,9%,0.5%[50 µM],nt,2.5,60,nt,nt,nt,nt,nt,nt,3.3%,
CCC(=O)N1CCN(c2ccccc2NC(=O)c2cccs2)CC1,3%,0.4%,-8%,-0.2,63,nt,nt,nt,nt,5%,-10%,0.1%,
CN(C)c1ccc(C(=S)Nc2ccccc2)cc1,-2%,0.4%,9%,0.2,58,-7,13,i,3,-4%,-5%,1.5%,
O=C(COC(=O)CN1C(=O)C2CCCCC2C1=O)NC1CCS(=O)(=O)C1 (centres undefined),-1%,1.1%[50 µM],-2%,0.5,63,6,-8,i,15,0%,-5%,0.2%,
COc1cccc(C(=O)NOCc2ccc(C)cc2)c1OC,-10%,1.1%[50 µM],nt,-1.0,63,nt,nt,nt,nt,nt,nt,-0.5%,
CCOC(=O)N1CCN(CC(=O)c2ccc3c(c2)CCN3C(C)=O)CC1,-3%,2.5%,4%,-0.2,69,9,4,i,8,-10%,-4%,1.1%,
Cc1ccc(-n2ncc3c(=O)n(CC(=O)NC4CCCCC4)cnc32)cc1,-4%,1.1%,2%,-0.6,32,-4,8,i,0,2%,-7%,-0.2%,
O=S(=O)(NCc1ccccn1)C(F)(F)F,-5%,-0.6%,6%,-1.5,94,nt,nt,nt,nt,11%,-10%,0.1%,
O=C(Nc1ccccn1)c1cc2ccccc2o1,-6%,0.4%,-10%,-0.8,54,48,41,i,-2,2%,0%,0.1%,
O=C(NCc1ccccc1)c1ccc2nccnc2c1,0%,0.9%,11%,0.1,42,40,27,i,6,-3%,-3%,-0.3%,
Cc1cc(/C=C(\C#N)c2nc3ccccc3[nH]2)c(C)n1C,1%,0.3%,-1%,-0.5,48,14,-6,i,-5,32%,-1%,21%,
CCN(CC)c1nc2c(c(=O)[nH]c(=O)n2C)n1Cc1ccccc1,-5%,0.1%,-12%,1.5,55,nt,nt,nt,nt,11%,-13%,0.7%,
Cc1ccc(-n2c(SCC3CNC(=O)O3)nnc2-c2ccccc2)cc1C (centres undefined),nt,nt,-24%,4.7,70,-11,-15,i,10,1%,-6%,1.8%,
CCOC(=O)COc1ccc(S(=O)(=O)N2CCN(c3ccc(OC)cc3)CC2)cc1,-1%,-2.0%,12%,-0.1,35,36,14,i,-10,8%,-7%,-0.6%,
CCOC(=O)N1CCN(C(=O)c2ccc(NS(C)(=O)=O)cc2)CC1,-1%,1.4%,1%,-0.4,61,-12,0,i,-2,0%,-4%,-0.6%,
CCOC(=O)N1CCN(C(=O)c2ccc3c(=O)n(-c4cc(OC)ccc4OC)c(=S)[nH]c3c2)CC1,-6%,0.1%,12%,-0.7,58,2,14,i,17,-23%,3%,2.0%,
CCCS(=O)(=O)N1CCCC(C(=O)NCCCN(Cc2ccccc2)C(C)C)C1 (centres undefined),-5%,0.1%,11%,2.2,48,16,23,i,-2,-6%,-11%,3.6%,
Cc1cccc(Nc2nc(-c3ccc(O)cc3O)cs2)n1,34%,-0.7%,-10%,11,63,nt,nt,nt,nt,-1%,-1%,49%,

# Entries listed so far containing a furan ring, fused or not, in the order listed:
SMILES,NS5 inhibitors,UTI89 phage lysis,GPR35 arrestin U2OS,NTR1 agonist,NTR1 agonist cell count 20 µM,WT yeast gro inh,WT yeast gro inh mutant strain,Autophagy mod,Autophagy mod cell loss 18 h,AID2073,LYP phosphatase,RSV antiviral HEp-2,others
COc1ccccc1C(=O)Nc1cc(C)ccc1NC(=O)c1ccco1,2%,2.1%[50 µM],2%,1.0,61,nt,nt,nt,nt,14%,-7%,0.7%,
CC1CCN(C(NC(=O)c2ccco2)C(=O)c2ccccc2)CC1 (centres undefined),-13%,1.3%,1%,-1.7,95,8,3,i,1,7%,-3%,0.0%,
O=C(Nc1ccccn1)c1cc2ccccc2o1,-6%,0.4%,-10%,-0.8,54,48,41,i,-2,2%,0%,0.1%,

# Returning to the listing, repeating the 2 entries before the break.
SMILES,NS5 inhibitors,UTI89 phage lysis,GPR35 arrestin U2OS,NTR1 agonist,NTR1 agonist cell count 20 µM,WT yeast gro inh,WT yeast gro inh mutant strain,Autophagy mod,Autophagy mod cell loss 18 h,AID2073,LYP phosphatase,RSV antiviral HEp-2,others
CCCS(=O)(=O)N1CCCC(C(=O)NCCCN(Cc2ccccc2)C(C)C)C1 (centres undefined),-5%,0.1%,11%,2.2,48,16,23,i,-2,-6%,-11%,3.6%,
Cc1cccc(Nc2nc(-c3ccc(O)cc3O)cs2)n1,34%,-0.7%,-10%,11,63,nt,nt,nt,nt,-1%,-1%,49%,
Cn1ncc2c(Nc3ccccc3Cl)nc(Nc3ccccc3Cl)nc21,-5%,0.2%,5%,22,106,nt,nt,nt,nt,34%,5%,?,
CCOC(=O)N1CCC(NC(=O)CC2C(=O)NCCN2Cc2cccc(F)c2F)CC1 (centres undefined),2%,2.1%,12%,-0.4,60,nt,nt,nt,nt,10%,-5%,0.1%,
CCN(CC)C(=O)CCCSc1nnc(Nc2ccccc2F)s1,-4%,-1.0%,13%,4.0,40,-10,-8,i,-2,-2%,-4%,2.4%,
Cc1ccc(-c2nc3ccccc3[nH]c2=O)cc1,-6%,0.2%,8%,0.0,64,nt,nt,nt,nt,-2%,-9%,1.0%,
